Bioassay records deposited in PubChem BioAssay by several laboratories.
PKA-R1A activ – PKA-R1A complex activation. activation, % at 11.4 µM. AID 504707. PKA-R1A dissociation, Cy5-IP20 fluorescence polarization; scaled: DMSO 0%, 113 µM cGMP 100%. 340,000 tested, 0.083% active;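 active = percent activation above the mean of all tested compounds plus 3 SD, cut at about 19% in these data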;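 note: higher means more PKAc released from R1A so a rise in polarization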
V-ATPase pHluor – alters yeast V-ATPase proton transport; S. cerevisiae, pHLuorin cytosolic pH fluorescence; AID 504577; 350,000 tested, 0.37% active; response, % at 10 µM; in the data active = response mostly above about 7.3%, no sharp cut-off; inactive = mostly below about 5.4%; note: actives read high; inactives centre near 0; some compounds called inactive have numbers as strong as hits; reference of the scale not given here
Pemphigus Ab inh – inhibitors of pemphigus antibody binding to human desmoglein-3; P32926; DSG3-coupled beads, scFv-anti-DSG3-GFP binding, flow cytometry; hits give low values; binding (percent of control), % at 10 µM; 310,000 tested, 0.48% active; AID 588358;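 active = binding more than 3 SD below its plate's average and above zero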;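 note: hits lower antibody fragment binding to DSG3; some compounds called inactive have numbers as strong as hits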
MOR-DOR ag – OPRM1-OPRD1 heterodimerization agonism | P35372+P41143 | cells, luminescence | activation, % at 9.3 µM | 340,000 tested, 0.3% active; in the data active = activation above about 18%;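 note: 0% = vehicle-treated cells and 100% = reference agonist; values of inactives mirror those of a sister screen read the other way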
DAGLB inhibitor – blocks human DAGLB lipase activity; Q8NCG7; HEK293T DAGLB membrane lysate, EnzChek fluorogenic substrate; inhibition, % at 5.17 µM; 340,000 tested, 0.059% active; AID 504411; in the data active = inhibition above about 34%;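 note: 0% = enzyme with vehicle and 100% = wells lacking enzyme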
Target sequence (Q8NCG7 whole entry, looked up): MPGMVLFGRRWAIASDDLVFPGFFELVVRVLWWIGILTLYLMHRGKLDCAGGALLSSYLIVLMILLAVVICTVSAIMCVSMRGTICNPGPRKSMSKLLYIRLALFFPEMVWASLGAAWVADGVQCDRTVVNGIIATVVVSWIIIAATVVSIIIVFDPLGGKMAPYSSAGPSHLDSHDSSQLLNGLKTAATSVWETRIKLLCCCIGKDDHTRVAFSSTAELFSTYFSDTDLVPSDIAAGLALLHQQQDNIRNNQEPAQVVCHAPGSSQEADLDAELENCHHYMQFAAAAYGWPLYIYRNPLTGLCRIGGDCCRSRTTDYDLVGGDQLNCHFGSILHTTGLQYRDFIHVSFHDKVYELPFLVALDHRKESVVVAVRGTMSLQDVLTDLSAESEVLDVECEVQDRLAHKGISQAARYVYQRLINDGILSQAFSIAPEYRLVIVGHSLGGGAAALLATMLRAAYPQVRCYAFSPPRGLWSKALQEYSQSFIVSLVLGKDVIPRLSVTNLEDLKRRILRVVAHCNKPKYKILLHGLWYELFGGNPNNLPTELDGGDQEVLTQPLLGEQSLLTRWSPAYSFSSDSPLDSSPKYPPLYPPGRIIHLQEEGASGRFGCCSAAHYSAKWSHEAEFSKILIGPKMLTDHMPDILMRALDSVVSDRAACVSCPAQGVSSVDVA
HTR5A inv ctr – counter-screen for OPRM1-OPRD1 inverse agonists: human HTR5A inverse agonism | HTR5A cell line, luminescence | inhibition, % at 9.3 µM | 340,000 tested, 0.083% active | AID 504634; in the data active = inhibition mostly above about 23%, no sharp cut-off; inactive = mostly below about 18%;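 note: 0% = cells with DMSO and 100% = no-cell wells with DMSO; some compounds called inactive have numbers as strong as hits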
Target sequence (P47898 whole entry, looked up): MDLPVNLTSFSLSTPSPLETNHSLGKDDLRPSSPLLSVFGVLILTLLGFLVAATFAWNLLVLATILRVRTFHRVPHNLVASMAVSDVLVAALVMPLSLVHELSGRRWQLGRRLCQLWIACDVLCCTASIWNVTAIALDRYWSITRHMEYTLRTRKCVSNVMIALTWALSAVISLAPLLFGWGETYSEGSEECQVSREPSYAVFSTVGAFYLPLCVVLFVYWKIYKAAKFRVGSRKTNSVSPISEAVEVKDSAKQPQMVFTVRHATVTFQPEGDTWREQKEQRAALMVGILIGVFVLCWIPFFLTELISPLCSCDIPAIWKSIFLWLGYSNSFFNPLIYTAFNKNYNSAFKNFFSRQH
PKA-R2B activ – activates the human PKA-R2B holoenzyme complex; P22694+P31323; PKA-R2B holoenzyme dissociation, Cy5-IP20 fluorescence polarization; R2B truncated from residue 108, S112A mutant; 0% DMSO only, 100% 113 µM cGMP; activation, % at 11.4 µM; 340,000 tested, 0.079% active; AID 504700;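 active = activation above a cutoff set at the mean over all compounds plus 3 SD, cut at about 18% in these data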;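 note: higher means more holoenzyme dissociation and a rise in polarization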
Arr AP2 block – inhibitors of human beta-arrestin and AP2 interaction; FITC-arrestin peptide / GST-AP2 beads, flow cytometry; AP2 beta2 appendage carries R879A mutation; inhibition, % at 10 µM; 340,000 tested, 0.31% active; AID 504490;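 active = inhibition above a set limit, near 3 SD of compounds lacking own fluorescence, cut at about 54% in these data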;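 note: plate controls were DMSO wells for no effect and 5 µM unlabelled arrestin peptide for full effect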
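Assay system: GST-AP2 R879A bound to glutathione beads, E. coli-expressed; Medium: PBS with 0.05% Tween 20 and 0.1% BSA; Also added: fluorescein-tagged arrestin peptide at 50 nM final; Timing: 12 min plus 1 h, RT; Measured by: flow cytometry, FL1 (488/535 nm); Evaluation: percent drop in bead-associated FITC signal.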
MOR-DOR inv ag – mu-delta opioid heterodimer inverse agonism; cell-based MOR-DOR heterodimer luminescence; AID 504357; 340,000 tested, 0.21% active; inhibition, % at 9.3 µM; P35372+P41143; in the data active = inhibition above about 22%, passing the limit was not always enough;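 note: 0% = cells with DMSO and 100% = wells without cells with DMSO; values of inactives mirror those of a sister screen read the other way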
HTR5A ag – counter-screen for OPRM1-OPRD1 agonists: human HTR5A agonism. activation, % at 9.3 µM. HTR5A agonist assay, luminescence, cell-based. AID 504692. 340,000 tested, 0.61% active; in the data active = activation mostly above about 9.5%, no sharp cut-off; inactive = mostly below about 7.6%;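 note: 0% = cells with vehicle only and 100% = reference agonist; strong numbers were not always called active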
The depositor's hits bear a star.

For CCNc1nc(NCC)nc(SCCOC(=O)COc2ccc(Cl)cc2Cl)n1 the results were PKA-R1A activ 3, V-ATPase pHluor -6, Pemphigus Ab inh 105, MOR-DOR ag 0.2, DAGLB inhibitor -4, HTR5A inv ctr 24, PKA-R2B activ -8, Arr AP2 block 0, MOR-DOR inv ag -1 and HTR5A ag -3.
`O=C(O)c1ccc(C[n+]2c(-c3ccccc3)csc2Nc2ccccc2)cc1` gave PKA-R1A activ -1, V-ATPase pHluor -2, Pemphigus Ab inh 89, MOR-DOR ag -2.0, DAGLB inhibitor 1, HTR5A inv ctr 18, PKA-R2B activ -2, Arr AP2 block 25, MOR-DOR inv ag 12 and HTR5A ag -7.
Screening Cn1cc(SCC(=O)N2CCCc3ccccc32)c2ccccc21 returned PKA-R1A activ 7, V-ATPase pHluor 1, Pemphigus Ab inh 97, MOR-DOR ag 0.2, DAGLB inhibitor -2, HTR5A inv ctr -24, PKA-R2B activ -1, Arr AP2 block -6, MOR-DOR inv ag -1 and HTR5A ag 8.
Cc1ccc(OCC(=O)Nc2cccc(O)c2)cc1C was read as PKA-R1A activ -1, V-ATPase pHluor -11, Pemphigus Ab inh 91, MOR-DOR ag -0.7, DAGLB inhibitor -1, HTR5A inv ctr -7, PKA-R2B activ 1, Arr AP2 block 34, MOR-DOR inv ag 4 and HTR5A ag 4.
For CCN(CC)c1ccc(/C=N/NC(=O)c2cnccn2)c(O)c1 the results were PKA-R1A activ -3, V-ATPase pHluor -1, Pemphigus Ab inh 103, MOR-DOR ag -2.7, DAGLB inhibitor 3, HTR5A inv ctr -16, PKA-R2B activ -15, Arr AP2 block 0, MOR-DOR inv ag 14 and HTR5A ag -7.
For CCC(Sc1nc(-c2ccccc2)cc(=O)[nH]1)C(=O)O (stereo not drawn) the results were PKA-R1A activ -9, V-ATPase pHluor 1, Pemphigus Ab inh 98, MOR-DOR ag -2.4, DAGLB inhibitor -1, HTR5A inv ctr -3, PKA-R2B activ -10, Arr AP2 block 4, MOR-DOR inv ag 14 and HTR5A ag 0.
Screening Cc1ccc(-n2ncc3c(SCC(N)=O)ncnc32)cc1C returned PKA-R1A activ -8, V-ATPase pHluor 2, Pemphigus Ab inh 106, MOR-DOR ag 1.7, DAGLB inhibitor -4, HTR5A inv ctr -19, PKA-R2B activ 0, Arr AP2 block 36, MOR-DOR inv ag -9 and HTR5A ag 3.
For Cc1ccc(N(CC(=O)N2CCCCCC2)S(=O)(=O)c2ccccc2)cc1 the results were PKA-R1A activ 3, V-ATPase pHluor -1, MOR-DOR ag -3.9, DAGLB inhibitor -3, HTR5A inv ctr 7, PKA-R2B activ -5, Arr AP2 block 34, MOR-DOR inv ag 21 and HTR5A ag -2.
`O=C(c1ccc(-c2cc(O)c3ncccc3c2)cc1)N1CCNCC1` gave PKA-R1A activ 6, V-ATPase pHluor -1, Pemphigus Ab inh 99, MOR-DOR ag -1.1, DAGLB inhibitor 3, HTR5A inv ctr -1, PKA-R2B activ 7, Arr AP2 block 8, MOR-DOR inv ag 6 and HTR5A ag -4.
`CCCOc1ccc(/C=N/Nc2ccccn2)cc1OC` gave PKA-R1A activ 2, V-ATPase pHluor -2, MOR-DOR ag -1.9, DAGLB inhibitor 2, HTR5A inv ctr 3, PKA-R2B activ -4, Arr AP2 block -1, MOR-DOR inv ag 9 and HTR5A ag -1.
`COC(=O)c1cccc(NC(=O)c2nn(C)c(=O)c3ccccc23)c1` gave PKA-R1A activ 3, V-ATPase pHluor 0, MOR-DOR ag -2.5, DAGLB inhibitor 0, HTR5A inv ctr -6, PKA-R2B activ 0, Arr AP2 block -2, MOR-DOR inv ag 16 and HTR5A ag 4.
Screening C=CCNC(=S)NNC(=O)COc1ccc(Br)cc1 returned PKA-R1A activ -4, V-ATPase pHluor 1, Pemphigus Ab inh 82, MOR-DOR ag -1.9, DAGLB inhibitor -1, HTR5A inv ctr -17, PKA-R2B activ 2, Arr AP2 block 21, MOR-DOR inv ag 9 and HTR5A ag -3.
Screening Cc1nn(-c2ccccc2)c(C)c1/C=N/n1c(-c2ccc(Cl)cc2)n[nH]c1=S returned PKA-R1A activ -10, V-ATPase pHluor 2, Pemphigus Ab inh 94, MOR-DOR ag 1.1, DAGLB inhibitor 0, HTR5A inv ctr 2, PKA-R2B activ -6, Arr AP2 block -7, MOR-DOR inv ag -6 and HTR5A ag -2.
Screening COc1ccc(C(=O)OCc2cc(=O)n3c(C)csc3n2)cc1F returned PKA-R1A activ -5, V-ATPase pHluor 9, Pemphigus Ab inh 101, MOR-DOR ag 0.7, DAGLB inhibitor 0, HTR5A inv ctr 6, PKA-R2B activ 3, Arr AP2 block 19, MOR-DOR inv ag -3 and HTR5A ag -6.
`C#CCNC(=O)C1CCN(c2cc(C)nc(-c3ccccc3)n2)CC1` gave PKA-R1A activ 8, V-ATPase pHluor 1, Pemphigus Ab inh 80, MOR-DOR ag -0.5, DAGLB inhibitor -4, HTR5A inv ctr -1, PKA-R2B activ -3, Arr AP2 block 20, MOR-DOR inv ag 3 and HTR5A ag 0.
For O=C(O)CN1C(=O)S/C(=C\c2cccnc2)C1=O the results were PKA-R1A activ -7, V-ATPase pHluor 2, Pemphigus Ab inh 88, MOR-DOR ag 0.7, DAGLB inhibitor -1, HTR5A inv ctr -9, PKA-R2B activ -2, Arr AP2 block 13, MOR-DOR inv ag -3 and HTR5A ag 9.
For CC(C)(C)NC(=O)NC(=O)COC(=O)CNC(=O)c1cc(Cl)cc([N+](=O)[O-])c1 the results were PKA-R1A activ 10, V-ATPase pHluor 3, Pemphigus Ab inh 101, MOR-DOR ag 0.8, DAGLB inhibitor 0, HTR5A inv ctr 5, PKA-R2B activ -4, Arr AP2 block -8, MOR-DOR inv ag -4 and HTR5A ag 4.
`O=c1[nH][nH]c(C(F)(F)F)c1C=NCc1cccc(Cl)c1` gave PKA-R1A activ -8, V-ATPase pHluor -3, Pemphigus Ab inh 101, MOR-DOR ag -0.8, DAGLB inhibitor 4, HTR5A inv ctr -9, PKA-R2B activ -3, Arr AP2 block 2, MOR-DOR inv ag 5 and HTR5A ag 0.
Screening O=C(NCC(c1cccnc1)N1CCN(c2ccccc2F)CC1)OCc1ccccc1 (stereo not drawn) returned PKA-R1A activ -14, V-ATPase pHluor 2, Pemphigus Ab inh 110, MOR-DOR ag 5.2, DAGLB inhibitor 2, HTR5A inv ctr 17, PKA-R2B activ -5, Arr AP2 block 2, MOR-DOR inv ag -30 and HTR5A ag -6.
`CC(O)c1cccc(NC(=O)CCCc2ccccc2)c1` (stereo not drawn) gave PKA-R1A activ -3, V-ATPase pHluor 1, Pemphigus Ab inh 98, MOR-DOR ag -2.0, DAGLB inhibitor 3, HTR5A inv ctr -22, PKA-R2B activ 3, Arr AP2 block -5, MOR-DOR inv ag 11 and HTR5A ag -1.
`COc1ccc(CNC(=O)C(=O)NCC2OCCN2C(=O)c2ccc(OC)cc2)cc1` (stereo not drawn) gave PKA-R1A activ -8, V-ATPase pHluor 6, Pemphigus Ab inh 99, MOR-DOR ag -3.0, DAGLB inhibitor 0, HTR5A inv ctr -5, PKA-R2B activ 6, Arr AP2 block -1, MOR-DOR inv ag 17 and HTR5A ag 0.
For CCOC(=O)C1=C(CN2CCc3ccccc32)NC(=O)NC1c1cccc([N+](=O)[O-])c1 (stereo not drawn) the results were PKA-R1A activ -8, V-ATPase pHluor -2, Pemphigus Ab inh 102, MOR-DOR ag 0.1, DAGLB inhibitor 6, HTR5A inv ctr -13, PKA-R2B activ 4, Arr AP2 block 9, MOR-DOR inv ag 0 and HTR5A ag -1.
Screening O=C(COc1c(Br)cc(Br)c2cccnc12)N1CCCCC1 returned PKA-R1A activ -1, V-ATPase pHluor 0, Pemphigus Ab inh 104, MOR-DOR ag 1.1, DAGLB inhibitor 2, HTR5A inv ctr -8, PKA-R2B activ 3, Arr AP2 block -11, MOR-DOR inv ag -5 and HTR5A ag 3.
For COc1cc(/C=N/NC(=O)Cc2cccs2)c([N+](=O)[O-])cc1OC the results were PKA-R1A activ 0, V-ATPase pHluor -2, Pemphigus Ab inh 101, MOR-DOR ag -0.1, DAGLB inhibitor 1, HTR5A inv ctr -10, PKA-R2B activ 4, Arr AP2 block -7, MOR-DOR inv ag 1 and HTR5A ag 4.
For Cc1ccc(N2CC(C(=O)OCc3ccc([N+](=O)[O-])cc3)CC2=O)cc1 (stereo not drawn) the results were PKA-R1A activ -1, V-ATPase pHluor 0, Pemphigus Ab inh 99, MOR-DOR ag 1.2, DAGLB inhibitor -2, HTR5A inv ctr -5, PKA-R2B activ -3, Arr AP2 block 2, MOR-DOR inv ag -6 and HTR5A ag 2.
Screening CCOC(=O)CC(NC(=O)c1ccc(C)cc1)c1ccc(OC)cc1 (stereo not drawn) returned PKA-R1A activ -7, V-ATPase pHluor 1, Pemphigus Ab inh 117, MOR-DOR ag -4.7, DAGLB inhibitor 0, HTR5A inv ctr -3, PKA-R2B activ 5, Arr AP2 block 20, MOR-DOR inv ag 23 and HTR5A ag 1.
Screening CCCN1CN(Cc2ccco2)c2nc3ccccc3n2C1 returned PKA-R1A activ -6, V-ATPase pHluor 6, Pemphigus Ab inh 116, MOR-DOR ag -2.8, DAGLB inhibitor -1, HTR5A inv ctr 2, PKA-R2B activ -5, Arr AP2 block 2, MOR-DOR inv ag 14 and HTR5A ag -1.
CCOc1ccccc1N1C(=O)CC(Sc2ncccc2C(=O)O)C1=O (stereo not drawn) was read as PKA-R1A activ 0, V-ATPase pHluor 1, Pemphigus Ab inh 75, MOR-DOR ag -1.1, DAGLB inhibitor -2, HTR5A inv ctr 26, PKA-R2B activ 1, Arr AP2 block 2, MOR-DOR inv ag 6 and HTR5A ag 1.
For O=C(C1=C[C@@H](c2ccc(C(F)(F)F)cc2)C[C@@H](OCCCCO)O1)N1CCOCC1 the results were PKA-R1A activ 2, V-ATPase pHluor -1, Pemphigus Ab inh 104, MOR-DOR ag -1.2, DAGLB inhibitor -2, HTR5A inv ctr -14, PKA-R2B activ -18, Arr AP2 block 0, MOR-DOR inv ag 7 and HTR5A ag 0.
For COc1ccc(N2C(=O)CC(N3CCC(c4nc5ccccc5[nH]4)CC3)C2=O)cc1 (stereo not drawn) the results were PKA-R1A activ 1, V-ATPase pHluor -3, Pemphigus Ab inh 103, MOR-DOR ag -0.7, DAGLB inhibitor 2, HTR5A inv ctr -14, PKA-R2B activ 1, Arr AP2 block -4, MOR-DOR inv ag 4 and HTR5A ag 5.
`NC(=O)c1ccccc1N/C=C/C(=O)c1ccc(F)cc1` gave PKA-R1A activ 6, V-ATPase pHluor 0, Pemphigus Ab inh 104, MOR-DOR ag 0.5, DAGLB inhibitor -1, HTR5A inv ctr -2, PKA-R2B activ -1, Arr AP2 block 4, MOR-DOR inv ag -3 and HTR5A ag 3.

No enrichment for hits; 2.4% or so of the library scored in one or more.
